# MITF TRPM1 HTS: MITF TRPM1 promoter activation in melanoma cells. SK-MEL-5 TRPM1-promoter luciferase, 24 h; % of positive control, neutral wells = 0. activation, % at 12.5 µM. actives 0.75% (n = 300,000). AID 588334;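 active = mean activation of at least 80% with every replicate also reaching 80%; inconclusive = mean reaches 80% but some replicate falls short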;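 also: 0% = neutral control wells and 100% = parthenolide positive control wells; values of inactives mirror those of a sister screen read the other way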
# SR-BI HDL uptake: blocks mouse SR-BI lipid uptake from DiI-HDL; ldlA[mSR-BI] CHO cells, DiI-HDL uptake fluorescence, 3 h; inhibition, % at 12.5 µM; actives 0.96% (n = 320,000);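 active = mean replicate inhibition of at least 70% and a set share of replicates each scoring 70 or more; inconclusive = meets just one of the two criteria; inactive = fails both criteria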;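 also: 0% = median of neutral control wells and 100% = median of positive control wells; values of inactives mirror those of a sister screen read the other way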
# Target sequence (Q61009 whole entry, looked up): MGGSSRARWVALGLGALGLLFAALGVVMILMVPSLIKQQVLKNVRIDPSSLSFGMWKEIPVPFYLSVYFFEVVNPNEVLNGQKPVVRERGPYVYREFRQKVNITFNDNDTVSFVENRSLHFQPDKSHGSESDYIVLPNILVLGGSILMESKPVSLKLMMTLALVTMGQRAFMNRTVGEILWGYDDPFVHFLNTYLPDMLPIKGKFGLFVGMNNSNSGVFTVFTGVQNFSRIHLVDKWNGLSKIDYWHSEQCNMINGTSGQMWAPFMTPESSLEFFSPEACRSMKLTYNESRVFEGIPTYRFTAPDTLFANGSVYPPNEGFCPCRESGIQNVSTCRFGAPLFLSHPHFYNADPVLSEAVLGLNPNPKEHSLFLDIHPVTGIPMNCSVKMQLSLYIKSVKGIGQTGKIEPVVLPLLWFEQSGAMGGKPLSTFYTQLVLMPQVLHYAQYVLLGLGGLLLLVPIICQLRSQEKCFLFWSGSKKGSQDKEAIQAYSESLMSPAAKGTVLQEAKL
# SR-BI DiI-HDL act: enhances SR-BI lipid uptake from DiI-HDL. CHO ldlA[mSR-BI] cells, DiI-HDL uptake fluorescence, 3 h; 100 = double the neutral-control signal. activation, % at 12.5 µM. actives 0.096% (n = 320,000). AID 504775;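 active = mean replicate activation of at least 60% and every replicate at or above 60%; inconclusive = mean or all-replicate condition met, but not both; inactive = mean below 60% and not all replicates reaching 60%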;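 also: 0% = median plate neutral-control signal and 100% = twice that signal; values of inactives mirror those of a sister screen read the other way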
#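 System: LDL receptor-deficient CHO ldlA cells overexpressing murine SR-BI | Timing: 3 h uptake period with compound, 37 °C | Medium: HEPES-buffered (25 mM, pH 7.4) F12 plus 0.5% BSA | Dosing: Single-point compound dose | Signal: Bottom-read fluorescence, 550/595 nm | Read-out: Retained DiI signal reflecting DiI-HDL uptake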
# Ecoli viability: counter-screen for AddAB inhibitors: E. coli growth inhibition | E. coli V3065 growth, OD600 absorbance, 18 h | inhibition, % at 11.9 µM | actives 0.27% (n = 330,000) | AID 449728;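 active = inhibition above the campaign's mean inhibition across all tested compounds plus 3 SD, cut at about 9.9% in these data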;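 also: uninfected addAB+ strain grown without phage in ampicillin broth; 0% = DMSO wells and 100% = ciprofloxacin 0.95 µg/ml wells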
# Tat transport: E. coli Tat transport inhibition. inhibition, % at 10 µM. E. coli MC4100 TorA-mCherry Tat export, fluorescence. actives 0.036% (n = 340,000);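 active = mean replicate inhibition at least 50% and at least half of replicates individually reaching 50%; inconclusive = only one of the two criteria met; inactive = neither criterion met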;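 also: exported cargo escapes ClpAP degradation while cytoplasmic cargo is degraded and loses fluorescence; 0% = median of neutral control wells and 100% = median of NaSCN control wells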
# phage Ecoli inh: E. coli growth loss with phage present; actives 0.26% (n = 360,000); inhibition, % at 11.9 µM; growth absorbance; in the data active = inhibition above about 11%
# CAL PDZ FP-1: inhibitors of human CAL PDZ peptide binding | Q9HD26 | purified CAL PDZ, TMR-peptide fluorescence polarization, 1 h | inhibition, % at 20 µM | actives 0.02% (n = 330,000) | AID 504414;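 active = highest replicate inhibition of at least 40%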;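 also: plate controls were DMSO neutral control wells for no effect and unlabeled competitor peptide control wells for full effect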
#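 material = purified tagged CAL PDZ domain construct (CerCALP) | compound dosing = 20 µM, one dose | times = 1 h at RT | measured by = fluorescence polarization from S- and P-plane intensities, G-factor corrected | read-out = inhibition from polarization loss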
# CAL PDZ FP-2: inhibitors of human CAL PDZ peptide binding | AID 602252 | Q9HD26 | inhibition, % at 24.9 µM | actives 0.92% (n = 300,000) | purified CAL PDZ, TMR-peptide fluorescence polarization, 1 h;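 active = mean inhibition of at least 30% with at least half of replicates also reaching 30%; inconclusive = no clear call, values can overlap the other calls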;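 also: 0% = DMSO neutral control and 100% = excess unlabeled competitor peptide PRC23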
# AddAB inh: less growth of phage-infected E. coli with AddAB; actives 0.29% (n = 330,000); inhibition, % at 11.9 µM; E. coli expressing H. pylori AddAB, absorbance growth; in the data active = inhibition above about 12%;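 also: 0% = vehicle wells of infected cells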
# Wnt bcat act: activators of Wnt/beta-catenin signaling | activation, % at 9.35 µM | Wnt/beta-catenin reporter cell assay, activator, plate reader | actives 1.2% (n = 300,000); in the data active = activation above about 30%, passing the limit was not always enough; inconclusive = no clear call, values can overlap the other calls;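 also: 0% = neutral control wells and 100% = positive control wells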
# * = called active by the depositor; ? = inconclusive; . = no result given.
# Start of the listing, in advance (2 entries):
SMILES,MITF TRPM1 HTS,SR-BI HDL uptake,SR-BI DiI-HDL act,Ecoli viability,Tat transport,phage Ecoli inh,CAL PDZ FP-1,CAL PDZ FP-2,AddAB inh,Wnt bcat act
CC(C)NC(=O)Nc1cccc2c1O[C@H](CN(C)C(=O)NC(C)C)[C@@H](C)CN([C@H](C)CO)C2=O,-7,-9,9,2.9,-8,2.1,-0.6,-3,3.2,-2
O=C(Nc1cccc2ccccc12)c1cnccn1,25,3,-3,1.4,0,3.7,-0.2,0,-0.5,.

# The listing, previewed entries included:
SMILES,MITF TRPM1 HTS,SR-BI HDL uptake,SR-BI DiI-HDL act,Ecoli viability,Tat transport,phage Ecoli inh,CAL PDZ FP-1,CAL PDZ FP-2,AddAB inh,Wnt bcat act
CC(C)NC(=O)Nc1cccc2c1O[C@H](CN(C)C(=O)NC(C)C)[C@@H](C)CN([C@H](C)CO)C2=O,-7,-9,9,2.9,-8,2.1,-0.6,-3,3.2,-2
O=C(Nc1cccc2ccccc12)c1cnccn1,25,3,-3,1.4,0,3.7,-0.2,0,-0.5,.
Cc1[nH]nc(Nc2ccc(C(C)C)cc2)c1[N+](=O)[O-],114*,25,-25,3.1,12,4.6,0.2,-10,-0.1,1
O=C1C2CC=CCC2C(=O)N1CC(=O)N(Cc1ccccc1)C1CCS(=O)(=O)C1 (centres undefined),4,-29,29,-0.2,-4,2.5,-0.4,.,4.2,.
Cc1ccc(-c2csc(NC(=O)CN3CCOCC3)n2)cc1,-3,.,.,1.3,10,0.9,-3.0,-3,-0.3,-2
COc1ccc(N2CCN(C(=S)Nc3cccc(C)c3)CC2)cc1,5,16,-16,-0.2,1,2.2,0.7,1,0.9,-3
Cc1nnc(-c2cnn(C)c2N)n1Cc1cccc(Cl)c1,1,2,-2,-0.4,-6,2.6,-1.7,-2,-2.5,0
Cc1nc2c(-c3ccc(F)cc3)cnn2c2c1CCC2,9,9,-9,-2.0,0,3.1,-2.1,-1,-1.6,?
Cc1sc(=NC(=O)c2ccco2)n(C)c1-c1ccccc1,60,-4,4,1.1,0,1.4,-1.1,-7,3.3,22
CCOC(=O)/C(C#N)=c1/s/c(=C2\C=Cc3ccccc3N2CC)c(=O)n1CC,9,-18,18,1.9,9,0.5,0.2,-1,3.9,-1
O=C(COC(=O)c1cccc(Br)c1)NCCc1ccccc1,19,5,-5,-1.3,-5,4.2,-0.3,3,1.6,-7
O=[N+]([O-])c1ccc(NN=Cc2ccc3c(c2)OCO3)nc1,78,7,-7,.,-4,3.3,1.2,-2,.,-3
Cc1ccc(NS(=O)(=O)c2ccc(C(=O)NCc3ccc(S(N)(=O)=O)cc3)cc2)cc1,-5,5,-5,-0.7,-5,2.5,-0.1,.,0.4,2
COc1ccc(CC(=O)OCC(=O)N2CCCC(C)C2)cc1 (centres undefined),-3,.,.,-3.7,2,3.8,-2.4,1,2.6,1
Cn1c(=O)c2c(ncn2CCC(=O)N/N=C/c2cccnc2)n(C)c1=O,.,-4,4,-1.5,5,1.9,-0.3,.,0.3,3
O=C(CSc1nnc(-c2ccccn2)n1Cc1ccco1)Nc1ccc2c(c1)OCO2,-1,-12,12,-1.4,0,0.0,-0.2,-6,-0.8,-2
C(=N\Nc1nnnn1-c1ccccc1)/c1ccncc1,-4,7,-7,-1.5,5,2.1,-2.4,-1,-4.0,.
COc1ccc(C(=O)N2CCCN(C)CC2)cc1S(=O)(=O)N1CCCc2ccccc21,.,8,-8,-0.5,-1,3.1,.,8,-0.4,.
Cc1ccc(C)c(S(=O)(=O)Nc2ccc3[nH]c(=O)[nH]c3c2)c1,-5,.,.,-2.0,5,1.0,-0.4,.,-1.0,-2
N#Cc1ccccc1Oc1ccc(S(=O)(=O)N2CCCCC2)cn1,24,8,-8,2.2,-3,-0.2,-0.9,3,2.0,1
COc1ccc(C/C(N)=N/OC(=O)c2cccc([N+](=O)[O-])c2)cc1,19,3,-3,1.2,-2,4.5,-2.1,-20,2.3,-2
COc1ccc(NC(=O)[C@@H]2CCCN2S(=O)(=O)c2ccc(Cl)cc2)cc1,3,-6,6,1.9,-3,2.7,-1.6,-3,0.2,-1
COc1ccc(CCNC(=O)CSc2nc(C)nc3c2c(=O)n(C)c(=O)n3C)cc1OC,-3,-16,16,-0.6,0,3.6,-0.2,-4,-3.1,0
CCc1cc2c(=O)c(-c3nc4ccccc4n3C)coc2c(CN2CCC(C)CC2)c1O,-2,15,-15,.,-6,0.1,0.3,0,.,0
C=CC(c1ccccc1)C(C(=O)c1ccccc1)N(C)C (centres undefined),0,-24,24,.,-1,3.4,-0.9,.,.,-1
CCCOc1ccc(N2C(=O)CC(SC(=N)N3N=C(c4ccccc4)CC3c3ccccc3)C2=O)cc1 (centres undefined),-39,20,-20,1.1,-1,5.2,0.3,.,-0.7,-4
O=c1c2c(n3cnnc3n1-c1ccccc1)-c1ccccc1CC21CCCCC1,0,15,.,0.1,-3,0.1,-2.2,1,-1.1,.
Cc1cc(C(=O)OCC(=O)NC(C)c2ccc(F)cc2)c(C)o1 (centres undefined),-1,10,-10,1.1,-3,1.4,-2.8,.,0.8,-1
CC(C)C[C@H](NC(=O)c1[nH]cnc1C(=O)N[C@@H](C)C(=O)OC(C)(C)C)C(=O)OC(C)(C)C,1,0,0,0.6,-18,2.1,0.5,0,0.8,-4
O=S(=O)(NC1=NCCCCC1)c1ccc(F)cc1,-10,.,.,2.0,-1,3.1,-2.0,-2,0.1,2
Cc1ccsc1C1NC(=O)c2c(sc3c2CCN(C)C3)N1 (centres undefined),38,-10,10,1.7,-2,1.6,0.4,-3,-3.0,7
CC1(CCc2ccc3c(c2)OCO3)NC(=O)c2ccccc2N1 (centres undefined),.,-9,9,1.1,2,1.5,-0.6,1,3.1,.
Oc1c(Cl)cc(Cl)cc1/C=N/Nc1ncc(Br)cn1,-64,130*,-130,-0.6,1,2.7,-0.5,-3,-1.6,-5
CSc1ccccc1NC(=O)Cc1ccc(Br)cc1,6,-44,44,0.6,-5,1.0,-3.7,-5,5.0,.
CC(C)C[C@@H](CO)NS(=O)(=O)c1c(F)cccc1F,7,-11,11,.,17,3.2,3.9,35*,.,2
CCCNC(=S)Nc1ccc(Cl)cc1C,-6,-10,10,0.8,-1,2.9,-1.4,50*,2.0,-2
C=CCNC(=O)Nc1ccc(Br)cc1Cl,3,-36,36,0.2,0,4.6,-3.5,-2,3.0,-1
Cc1ccc[n+](C(C)C(=O)c2ccc(-c3ccccc3)cc2)c1 (centres undefined),-33,-33,33,2.5,9,4.1,-0.8,-2,4.3,-7
Cc1nn(Cc2ccc([N+](=O)[O-])cc2)c(=O)n1-c1c(F)cccc1F,.,6,-6,0.3,-9,0.5,-3.0,-3,0.2,.
O=C1NC2=C(C(=O)CCC2)C(c2ccccc2[N+](=O)[O-])N1 (centres undefined),-6,.,.,-1.1,-4,1.1,-0.1,.,-0.5,-2
O=S(=O)(NCCc1ccccn1)c1ccc(-c2ccccn2)s1,-1,-15,15,3.3,16,0.0,-0.2,-5,3.1,0
COc1ccc(CN2CCN(Cc3ccc(C(F)(F)F)cc3)CC2)cc1,.,-32,32,-2.5,-4,-1.6,0.1,-2,-0.9,0
CCc1ccc(CSc2nccn2-c2ccccc2)cc1,10,-27,27,-1.0,9,1.6,-1.6,-2,2.3,.
CCN(CC)C(=O)C1CCCN(c2ccc([N+](=O)[O-])cc2/C=N/NC(=O)c2cccc(Br)c2)C1 (centres undefined),-6,43,.,0.4,3,2.0,-1.3,-1,2.0,.
O=C(O)CSc1ncnc2scc(-c3ccccc3)c12,3,-22,22,0.4,-5,1.2,-2.6,0,0.4,-2
CC(C)(C)OC(=O)N1CCC[C@H]1c1nnc(SCc2ccccc2F)o1,13,11,-11,-1.6,1,1.4,-1.3,-3,-0.8,.
O=C(Nc1ccc(CN2CCOCC2)cc1)c1ccc(Cl)cc1,47,2,-2,-0.1,9,2.5,-1.8,-3,1.3,12
Cc1occc1C(=O)Nc1cccc(Cn2cccn2)c1,6,10,-10,-2.5,-2,0.6,-1.7,.,-0.4,.
N#Cc1nc(-c2cccc(Cl)c2)oc1N1CCC(C(N)=O)CC1,1,0,0,0.3,12,1.2,-1.0,-2,-1.3,0
Cc1ccc(-c2cc(C(=O)NCc3ccccn3)c3ccccc3n2)cc1C,33,63,-63,-3.0,2,-0.7,-0.9,-4,-0.3,.
Cc1ccc2c(c1)sc1nc(=O)n(-c3ccccc3)c(=O)n12,48,15,-15,3.0,-4,3.0,-0.5,-6,6.4,55*
O=C(COC(=O)c1ccc(Br)o1)NCC1CCCCC1,8,-45,45,-0.6,6,2.1,-0.4,6,-1.4,-4
Cn1cnc(S(=O)(=O)Nc2ccc(C(F)(F)F)cc2)c1,5,-9,9,0.2,2,0.9,-0.6,-4,1.7,5
CC1=C(C(=O)OCc2ccccc2)C(c2ccsc2)NC(=O)N1C (centres undefined),-4,-4,4,-1.6,3,3.3,-2.4,0,2.0,-1
CC(=O)Nc1ccc(NC(=O)C2CCCCN2S(=O)(=O)c2ccc(C(C)(C)C)cc2)cc1 (centres undefined),1,3,-3,-3.6,0,1.4,-2.8,-2,2.2,-2
COC(=O)c1cc(NC(=O)C(C)c2ccc(CC(C)C)cc2)ccc1O (centres undefined),-11,13,-13,-2.5,-6,4.7,-0.4,3,-0.8,-3
COc1cc(N)c(Cl)cc1C(=O)OCC(=O)N1c2ccccc2NC(=O)C1(C)C,-14,50,-50,-1.8,1,1.2,-0.3,1,-1.9,-1
CSc1cccc(CN(C)C(=O)C2CCC(=O)N(CCCN3CCCC3=O)C2)c1 (centres undefined),1,-13,13,-0.9,0,0.9,-1.6,4,1.9,-1
Cc1cccc(NC(=O)CCNC(=O)c2ccc(Br)cc2)c1,64,20,-20,-0.3,-4,2.2,-0.8,47*,4.9,11
COc1ccccc1C(=O)Nc1ccnn1C1CCN(C/C=C/c2ccccc2)CC1,13,-11,11,-2.4,2,0.2,-2.6,-3,-2.3,1

# (list continues)
SMILES,MITF TRPM1 HTS,SR-BI HDL uptake,SR-BI DiI-HDL act,Ecoli viability,Tat transport,phage Ecoli inh,CAL PDZ FP-1,CAL PDZ FP-2,AddAB inh,Wnt bcat act
O=C(CN1CCC(C(=O)c2ccc(Cl)cc2)CC1)NC1CCCC1,.,.,.,-2.4,-16,0.4,-2.3,-5,-1.8,-4
O=S(=O)(c1ccc(Br)cc1F)N1CCC(O)CC1,9,9,-9,.,4,3.8,-0.5,-6,.,-1
COc1ccccc1CNCC(=O)Nc1cc(S(=O)(=O)N2CCCCC2)ccc1C,-13,10,-10,-2.1,-2,0.9,0.4,3,1.6,-4
O=C(OCc1nc2ccsc2c(=O)[nH]1)c1cccc(S(=O)(=O)N2CCOCC2)c1,8,-20,20,0.2,2,0.2,-1.9,-1,6.3,0
COC(=O)c1ccccc1NC(=O)N1CCc2ccc(NC(=O)c3ccccn3)cc2C1,47,41,.,2.9,-8,2.8,-0.6,.,3.8,28
